IL2 activator: qHTS of IL-2 Activators | IL-2 activation reporter assay, cell-based qHTS; stimulated with anti-CD3/CD4/CD28 beads; in transgenic mouse T cells | activation, % (series mostly up to about 46 µM) | hit rate 0.065% among 360,000 | AID 652025, 2013; in the data active = activation above about 50%; inconclusive = mostly about 30% to 49%; also: 0% is about no effect
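Using fluorescent plate cytometry, EGFP and DsRed are detected in transgenic mouse T cells stimulated 18 h at 37 degrees C with antibody-coated beads after 60 min compound pretreatment.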
PI5P4K alpha inh: qHTS for Inhibitors of phosphatidylinositol 5-phosphate 4-kinase (PI5P4K) | hit rate 1.2% among 330,000 | PI5P4Kalpha enzyme, ADP-Glo luminescence, 60 min; stronger effect = lower value | max response, % | Phosphatidylinositol 5-phosphate 4-kinase type-2 alpha (Homo sapiens), P48426 | AID 652105, 2013; active = max response of -50% or lower; inconclusive = between -30% and -50%; inactive = -30% or higher; also: value at the top dose of about 77 µM; % is scaled to controls: 0 for no effect and ±100 for the full control effect
Target sequence (P48426 whole entry, looked up): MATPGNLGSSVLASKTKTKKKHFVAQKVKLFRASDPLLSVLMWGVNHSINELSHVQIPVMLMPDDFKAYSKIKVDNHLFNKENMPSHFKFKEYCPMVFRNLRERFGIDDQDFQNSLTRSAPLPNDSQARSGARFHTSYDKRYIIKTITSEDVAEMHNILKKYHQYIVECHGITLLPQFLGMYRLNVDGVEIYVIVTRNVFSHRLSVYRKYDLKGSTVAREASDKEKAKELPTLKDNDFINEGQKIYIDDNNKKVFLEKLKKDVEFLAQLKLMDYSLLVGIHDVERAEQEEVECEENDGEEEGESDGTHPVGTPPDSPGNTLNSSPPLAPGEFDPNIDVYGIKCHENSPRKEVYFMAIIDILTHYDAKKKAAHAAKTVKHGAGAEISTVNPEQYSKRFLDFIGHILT
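Enzyme plus substrate dispensed, test compounds pinned in, then ATP (5 microM final) added. After 60 min at RT, ADP-Glo reagent 1 for 45 min and reagent 2 for 30 min preceded luminescence imaging.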
PLK1 PBD inh: qHTS for Inhibitors of PLK1-PDB (polo-like kinase 1 - polo-box domain): Primary Screen | hit rate 2.8% among 360,000 | Plk1 PBD binding of FITC phosphopeptide, fluorescence polarization | Potency, µM, inactives show max response, negative = inhibition, actives largely listed as inhibitors; also: potency is read from the fitted curve at half-maximal effect; series mostly up to about 57 µM; % is scaled to controls: 0 for no effect and ±100 for the full control effect; nearly all actives have a fitted effect of over 65% in size
Target sequence (P53350 whole entry, looked up, the tested form may be a part): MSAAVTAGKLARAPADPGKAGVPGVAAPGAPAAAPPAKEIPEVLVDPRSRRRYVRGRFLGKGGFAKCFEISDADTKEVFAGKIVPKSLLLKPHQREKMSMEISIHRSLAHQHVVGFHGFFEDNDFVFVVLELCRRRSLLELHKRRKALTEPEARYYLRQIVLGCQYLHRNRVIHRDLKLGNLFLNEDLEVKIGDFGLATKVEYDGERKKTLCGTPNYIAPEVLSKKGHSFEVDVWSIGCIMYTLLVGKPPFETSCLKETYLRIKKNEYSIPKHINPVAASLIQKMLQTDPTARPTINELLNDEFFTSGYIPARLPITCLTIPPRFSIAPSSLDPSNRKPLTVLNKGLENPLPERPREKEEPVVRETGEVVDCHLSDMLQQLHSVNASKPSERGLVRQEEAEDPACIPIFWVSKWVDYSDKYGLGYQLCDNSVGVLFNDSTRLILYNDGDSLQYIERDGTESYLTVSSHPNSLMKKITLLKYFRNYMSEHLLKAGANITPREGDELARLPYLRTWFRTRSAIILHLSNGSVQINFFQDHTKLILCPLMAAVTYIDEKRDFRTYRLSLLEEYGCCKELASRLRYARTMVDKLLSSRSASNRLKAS
WRN inhibitor: qHTS for Inhibitors of WRN Helicase. Bifunctional 3'-5' exonuclease/ATP-dependent helicase WRN (Homo sapiens), Q14191. WRN helicase unwinding, fluorescent forked duplex, kinetic. Potency, µM (top dose mostly 114 µM), inactives show top-dose activity change, negative = inhibition, hits mostly inhibitors. hit rate 0.46% among 360,000. AID 651768, 2012; also: potency is read from the fitted curve at half-maximal effect; % is scaled to controls: 0 for no effect and ±100 for the full control effect; nearly all actives have a fitted effect of over 55% in size
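Fluorescence dequenching readout, ex 525 nm/em 598 nm, kinetic mode: forked duplex DNA (100 nM final) with adjacent fluorophore and quencher unwound by WRN (20 nM final) with 2 mM ATP. Compound preincubation 15 min, room temperature.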
EPAC1 antag: qHTS for Antagonist of cAMP-regulated guanine nucleotide exchange factor 3 (EPAC1): primary screen. EPAC1 GEF assay, Rap1b-BODIPY-GDP exchange fluorescence. Potency, µM (series often up to 115 µM), without a hit: at the top dose activity change, negative = inhibition, actives largely listed as inhibitors. Rap guanine nucleotide exchange factor 3 (Homo sapiens), O95398. hit rate 0.14% among 360,000;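 also: potency is read from the fitted curve at half-maximal effect; plate controls were vehicle for no effect and positive control for full effect; nearly all actives have a fitted effect of over 50% in size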
CCT chaperon mod: High-Throughput Screening for Modulators of Cytosolic Chaperonin Activity | purified chaperonin ATPase assay, HTRF ADP detection, 30 min | activity change, % (test concentration not listed), hits read low | hit rate 0.3% among 360,000 | AID 651819, 2012; in the data active = activity change below about -30%; also: % is scaled to controls: 0 for no effect and ±100 for the full control effect
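Nucleotide hydrolysis assay: TRiC at 20–40 nM final (set by batch activity) with 10 uM ATP, 30 min at 37 °C, in presence of 76 uM compound. Detection by competitive ADP HTRF, 30 min ambient.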
EPAC1 ag: qHTS for Agonist of cAMP-regulated guanine nucleotide exchange factor 3 (EPAC1): primary screen. hit rate 0.073% among 360,000. Potency, µM (top dose mostly 154 µM), inactives show top-dose activation, actives largely listed as activators. Rap guanine nucleotide exchange factor 3 (Homo sapiens), O95398. EPAC1 agonist qHTS, biochemical assay; response scale: 100% = response to 6.5 mM cAMP; also: potency is read from the fitted curve at half-maximal effect; nearly all actives have a fitted effect of over 60% in size
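Normalized to 6.5 mM cAMP, activity reflects EPAC1-catalysed release of BODIPY-GDP from Rap1B, followed kinetically over 30 min at 480 nm excitation, 540 nm emission. Reaction contained 100 nM EPAC1, 250 nM Rap1B-BODIPY-GDP, 50 uM GDP.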
EPAC2 ag: qHTS for Agonist of cAMP-regulated guanine nucleotide exchange factor 4 (EPAC2): primary screen | AID 720711, 2013 | Potency, µM (titrated, usually from 154 µM), inactives show at the highest dose activation, most hits filed as activators | hit rate 0.079% among 360,000 | EPAC2 activation, biochemical qHTS; response scale: 100% = 6.5 mM cAMP response | Rap guanine nucleotide exchange factor 4 (Homo sapiens), Q8WZA2; also: potency is read from the fitted curve at half-maximal effect; nearly all actives have a fitted effect of over 50% in size
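Each well held 100 nM EPAC2, 250 nM RAP1B-BODIPY-GDP and 50 uM GDP. Fluorescence, read at 5-min intervals to 30 min, was referenced to a 6.5 mM cAMP positive control.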
Active calls of the source: *; u = inconclusive; x = no result given; [ ] = another dose, or the depositor's remark. Unless noted, calls follow the shape of the dose curve; as a rule, active = well fitted curve in the direction sought with a large enough effect; inconclusive = small, poorly fitted or top-dose-only effect, or another doubt; inactive = no such curve, though single readings can be large; an effect the other way counts as inactive or inconclusive. Only part of the results is shown; count on the stated rates, not on these rows.

SMILES,IL2 activator,PI5P4K alpha inh,PLK1 PBD inh,WRN inhibitor,EPAC1 antag,CCT chaperon mod,EPAC1 ag,EPAC2 ag
Cc1cc(C)cc(NC(=O)N2CCC(NC(=O)c3ccccc3C)CC2)c1,-1.2,-2,-5%,-2%[57.1 µM],10%,0.2,-5%,-4%
O=C(CCNC(=O)c1ccco1)Nc1ccc(C(F)(F)F)cc1,-1.5,7,-3%,-7%,2%,-1.5,-5%,2%
O=C(NC(c1ccc(-c2ccccc2)cc1)c1cnccn1)C1CCN(Cc2ccc(Oc3ccccc3)cc2)CC1 (stereo not given),-1.1,23,-9%,-11%,-21%,2.0,-7%,4%
CC(=O)C1=C(C)NC(SCc2ccc(C#N)cc2)=C(C#N)C1c1ccco1 (stereo not given),0.3,u,-20%,-16%,-1%,-0.1,-7%,5%
CCCC(=O)N1CCC1(C)C(=O)NCc1ccc(SC)cc1 (stereo not given),-0.3,1,5%,-6%[57.1 µM],-12%,-1.3,-6%,-9%
CCCSc1nnc2n(-c3ccccc3OC)c(=O)c3c4c(sc3n12)CCC4,-0.6,5,-9%,-3%,0%,-1.1,0%,-1%[15.6 µM]
COc1cc(Cl)ccc1OCc1cc(C(=O)NCc2cc(C(C)C)no2)no1,-4.0,-7,-11%,-22%,8%,-5.1,18%,2%
COc1ccccc1N1CCN(C(=O)CCc2ccc(S(=O)(=O)NCC(C)C)cc2)CC1,-0.1,-4,-7%,-1%,8%,-0.1,-6%,3%
CCOc1ccc2nc(-c3cc(NC(C)=O)ccc3O)sc2c1,-0.3,1,-5%,6%,8%,-27,-7%,9%
CC(C)c1onc(C(=O)NCc2cccs2)c1[N+](=O)[O-],0.2,-6,-2%,6%,3%,-0.7,-1%,2%
COc1ccc([C@@H]2CC=C(C(=O)O)[C@H](c3ccc(Cl)cc3)N2S(=O)(=O)c2ccc(C)cc2)cc1OC,0.1,-6,-11%,6%,-6%,0.4,0%,25%
CC1CC1C(=O)OCC(=O)Nc1ccc(N=Nc2ccccc2)cc1 (stereo not given),-0.5,26,-6%,-8%,-12%,-0.8,16%,6%
NC(=O)c1cccnc1Oc1ccccc1,-1.9,-1,3%,-3%,-13%,-0.1,-8%,-3%
CCOc1ncccc1C(=O)OCc1ccccc1,-2.7,-11,-5%,-5%,-14%,-8.2,-13%,1%
Cc1cc(/C=C2\Sc3ccccc3N2C)cc(C)[n+]1CC1CCCO1 (stereo not given),20,u,u,u,10%,-1.3,18%,20%
CCOC(=O)CSc1nc2ccc(N)cc2s1,-0.2,9,-10%,-1%,0%,-0.4,0%,9%
COc1cc(NC(=O)c2cc(OC)c(OC)c(OC)c2)c(OC)cc1NC(=O)CN1CCCCC1,-0.6,5,-7%,-4%,-9%,2.6,9%,1%
Cc1ccc(C(=O)CCC(=O)N2CCN(C/C=C/c3ccccc3)CC2)cc1,-2.3,-1,-10%,3%,2%,0.4,-7%,12%
Cc1ccc(S(=O)(=O)N2CCCC(C(=O)Nc3ccc(C(=O)O)cc3)C2)cc1Cl (stereo not given),0.2,3,-15%,6%,-12%,-0.2,8%,4%
Cc1c(C(=O)NCc2cccc(C(F)(F)F)c2)sc(=O)n1Cc1ccc(S(=O)(=O)N(C)C)cc1,-0.9,5,-2%,0%[57.1 µM],-6%,-0.1,-18%,-1%

The last 2 records of the part above lead into the next.
SMILES,IL2 activator,PI5P4K alpha inh,PLK1 PBD inh,WRN inhibitor,EPAC1 antag,CCT chaperon mod,EPAC1 ag,EPAC2 ag
Cc1ccc(S(=O)(=O)N2CCCC(C(=O)Nc3ccc(C(=O)O)cc3)C2)cc1Cl (stereo not given),0.2,3,-15%,6%,-12%,-0.2,8%,4%
Cc1c(C(=O)NCc2cccc(C(F)(F)F)c2)sc(=O)n1Cc1ccc(S(=O)(=O)N(C)C)cc1,-0.9,5,-2%,0%[57.1 µM],-6%,-0.1,-18%,-1%
N#C/C(=C\c1ccc(OCc2cccc(C(=O)O)c2)cc1)C(=O)NCc1ccco1,-0.9,-11,-9%,-28%,-9%,-0.7,-7%,14%
COc1cccc(SCc2noc(C(=O)NC(C)C)c2C(=O)O)c1,-0.5,-1,-1%,0%,-9%,0.7,-5%,2%
CCSc1nc(=S)n(-c2ccccc2)c(C)c1C(C)=O,-0.4,2,-12%,1%,-5%,-0.5,1%,9%
CS(=O)(=O)N(Cc1ccc(Cl)cc1)c1ccc(C(=O)Nc2cccnc2)cc1,-1.1,x,0%,-4%,-11%,2.2,9%,-2%
COc1cc(CCC(O)CC(=O)CCc2ccccc2)ccc1O (stereo not given),-0.1,-11,-8%,0%[11.6 µM],4%,-0.7,0%,5%
CCc1ccc(CN2CCCC(CNC(=O)c3cc(OC)cc(OC)c3)C2)cc1 (stereo not given),0.3,1,-2%,-5%,-6%,0.5,6%,5%
CCCCCC(=O)Nc1ccc(S(=O)(=O)Nc2ccc(Cl)nn2)cc1,1.4,1,-15%,-19%[57.1 µM],-13%,0.9,-8%,-4%
O=C(CO/N=C/c1ccccc1OC(F)F)NC1CCCC1,0.4,1,-13%,-13%,-11%,1.9,-7%,-3%
Cn1cc(C=O)c2cc(S(=O)(=O)N3CCOCC3)ccc21,-2.4,-1,-7%,-6%,9%,0.1,1%,5%
CCc1ccc(N2CC(C(=O)NCc3ccco3)CC2=O)cc1 (stereo not given),-0.5,6,-4%,-4%,28%,0.3,-6%,8%
COc1ccccc1OCc1nnc(SCC(=O)Nc2ccc(N3CCOCC3)cc2)n1C,1.0,-5,0%,1%,6%,-3.0,2%,8%
O=C(/C=C/c1ccc(Cl)cc1)NCCN1CCOCC1,-1.5,x,-1%,-6%,15%,0.0,3%,-1%
Cn1c(=O)c2c(nc(CN3CCOCC3)n2CCCc2ccccc2)n(C)c1=O,-1.5,-1,0%,5%,13%,0.5,2%,-4%
O=C(c1cc(-c2ccccc2)on1)N1CCCc2ccccc21,1.0,0,-5%,-1%,1%,-0.6,0%,14%
Cc1ccc(CN2CCN(Cc3ccc(Oc4ncccn4)cc3)CC2CCO)cc1 (stereo not given),0.3,1,-16%,3%,-29%,-2.6,-3%,9%
Cc1cc(NC(=O)c2ccccc2F)nc2c1c(=O)oc1ccccc12,-1.1,-9,-3%,-3%,11%,-3.9,-10%,-3%
CN(CC(=O)Nc1c(Cl)cccc1Cl)C(=O)CC1Sc2ccccc2NC1=O (stereo not given),-0.1,1,-3%,-14%,-7%,-2.5,39%,5%
COC(=O)c1cn(Cc2ccc(C(F)(F)F)cc2)cc(F)c1=O,-0.5,0,-2%,-11%,-2%,1.6,2%,3%
Cc1ccccc1N1C(=O)c2cccc([N+](=O)[O-])c2C1=O,1.0,1,-10%,-5%,-2%,3.8,-7%,0%
O=C(CN1CCN(C(=O)c2ccco2)CC1)Nc1cccc(S(=O)(=O)N2CCCC2)c1,-0.4,0,-7%,6%,0%,-1.1,8%,6%

(further entries)
SMILES,IL2 activator,PI5P4K alpha inh,PLK1 PBD inh,WRN inhibitor,EPAC1 antag,CCT chaperon mod,EPAC1 ag,EPAC2 ag
Clc1ccc(CN2CCN(c3ncnc4scc(-c5cccs5)c34)CC2)cc1,-2.1,8,-8%,-14%,-20%,-1.0,10%,23%
CCC(C)Sc1nc2c(cnn2-c2ccccc2)c(=O)[nH]1 (stereo not given),-2.8,6,4%,0%,-15%,0.5,-12%,1%
CCCOc1ccc(F)cc1-c1cc(C(=O)NCc2cccc(C(F)(F)F)c2)[nH]n1,0.4,-3,-1%,-5%,-13%,-1.5,-2%,-2%
COc1ccc2c(c1)[C@@H]1[C@H](CO2)[C@H](c2ccccc2)[C@]2(C)C(=O)Nc3ccc(C)cc3C(=O)N12,-2.5,-2,1%,-9%,-3%,-2.1,-9%,4%
O=C(NCc1ccccc1)C(c1ccc(F)cc1)N(C(=O)c1csnn1)C1CCCC1 (stereo not given),1.0,-2,6%,-6%,-11%,-2.6,-10%,-1%
O=C(Nc1ccc(C(=O)N2CCCCC2)cc1)c1ccc(Br)cc1,0.7,-5,1%,-4%,-14%,-1.2,7%,14%
CC1=C(C(=O)OC(C)C)C(c2ccc(Br)s2)NC(=O)N1 (stereo not given),-2.7,x,-12%,-18%[57.1 µM],19%,1.0,6%,-13%
CCOC(=O)c1c(NC(=S)SC)sc(C(=O)N2CCc3ccccc3C2)c1C,-2.1,2,-5%,8%,3%,-1.1,2%,5%
COc1ccc(C2NC(=O)CCC2[N+](=O)[O-])c(OC)c1 (stereo not given),-0.7,0,-23%,2%,1%,-0.7,-3%,10%
C=CCOc1c(CNc2cccc(C(=O)O)c2)cccc1OC,0.4,-6,-2%,1%,15%,0.7,5%,3%
Cc1ccc(CN2CC(C(=O)NCCC3=CCCCC3)CC2=O)cc1 (stereo not given),1.7,0,-7%,0%,0%,-4.0,5%,10%
COC(=O)Cn1c2ccc(Cl)cc2c2nc(C)sc21,-1.1,3,-7%,7%,5%,-3.8,1%,17%
O=C(OCC(=O)N1CCCCC1)c1c[nH]c(=O)[nH]c1=O,0.3,-4,-20%,1%,11%,0.0,8%,5%
Cc1cccc(C)c1NC(=O)C1(C)CCC(=O)N1C1CCN(Cc2ccccc2)CC1 (stereo not given),0.5,2,-9%,-1%,14%,-1.0,-1%,6%
Fc1cccc(Cn2cc(C(=S)N3CCCCC3)c3ccccc32)c1,-2.4,6,-22%,-15%,-6%,-1.9,13%,7%
COCCN(CC(=O)Nc1cccc(C)c1C)C(=O)Cn1c(=O)cnc2ccccc21,1.2,-5,0%,-4%,-4%,-2.2,11%,6%
CC(=O)c1sc(Nc2ccccn2)nc1C,-0.5,-2,-3%,2%,-16%,0.7,-12%,2%
Cc1cccn2c(=O)c3cc(C(=O)N4COCC4(C)C)n(C)c3nc12,-1.9,-11,-13%,11%,9%,-0.9,-7%,2%

From PubChem
